# Lipid droplet – hepatic lipid droplet formation modulation; AML12 mouse hepatocytes, oleate lipid droplets, BODIPY imaging; inhibition, % at 6.5 µM; actives 0.4% (n = 240,000); AID 1656;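 active = lipid droplet intensity inhibited by at least 50%, with more than 500 cells counted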
#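 Test system: AML12 mouse liver cells; schedule: overnight exposure; technique: high-content imaging of BODIPY-stained droplets and DAPI nuclei; read-out: % inhibition of corrected integrated BODIPY droplet signal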
# Ins promoter up – MIN6 insulin promoter up-regulation. MIN6 insulin promoter-GFP reporter, high-content imaging; hits give high values. z-score at 5 µM. actives 0.3% (n = 190,000);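 active = z-score above 3 at 5 µM with at least 500 cells counted in the well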
# T cell modulator – T cell immune modulation candidate. actives 0.068% (n = 330,000). calls only at 7 µM. AID 2052. 2C CD8+ T cell-vesicle binding, flow cytometry; hits give low values;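 active = response, share of CD8 T cells binding vesicles, and their 90th percentile fluorescence all below set limits, cut at about 80% in these data, passing the limit was not always enough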
#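 Assay system – 2C mouse CD8+ T cells · Also added – QL9-loaded Drosophila micro-vesicles · Timing – Cell–vesicle co-incubation 1.5 h at 37 °C, staining 20 min on ice · Signal – flow cytometry of vesicle-bound cells · Measure – percent CD8+ FL2 mean versus row control · Controls – Peptide-free naked vesicles (low) and QL9 vesicles with 0.7% DMSO vehicle (high)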
# bCat nuc transl – beta-catenin nuclear translocation modulation. HeLa beta-catenin nuclear translocation, immunofluorescence imaging. nuclear translocation activity, % at 5 µM. actives 0.3% (n = 190,000). AID 1665;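 active = nuclear translocation activity above 50% at 5 µM, with a well cell count of 50 or more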;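 also: per-cell ratio of nuclear to cytoplasmic median beta-catenin stain intensity; plate controls were DMSO negative control for no effect and GSK-3 inhibitor IX positive control for full effect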
#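 System: HeLa cells, endogenous beta-catenin; compound dosing: 5 µM primary single dose, 0.1% DMSO, 0.02–20 µM confirmation series; incubation: 24 h compound exposure at 37°C, 5% CO2; signal: beta-catenin immunofluorescence imaging with DAPI; evaluation: % activation, nuclear-to-cytoplasmic median beta-catenin signal ratio per cell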
# ER stress rescue – rescue of cells from ER stress-induced death, primary screen, 384-well, CSM14.1, thapsigargin, ATP luminescence (AID 1222) | CSM14.1 thapsigargin-induced death rescue, ATP luminescence; higher % means a stronger effect | 190,000 tested, under 10 active | cellular ATP content (survival), % at 20 µM; hits with a dose series show EC50 in µM;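 active = EC50 below 50 µM in the dose-response confirmation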;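 also: death triggered by thapsigargin at about 15 µM added after 2 h compound pretreatment; cell ATP read after overnight thapsigargin exposure of roughly 18 to 22 hours; normalized against plate controls of thapsigargin alone and 5% DMSO vehicle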
# Autophagy mod – autophagy modulation, high-content screen. MEF GFP-LC3 puncta imaging; test concentration mostly 10 µM. calls only at 10 µM (by protocol). actives 0.98% (n = 190,000);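 active = percentage of spot-positive cells more than 3 SD above its plate mean, without a fluorescence outlier flag or 80% toxicity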;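 also: spot-positive cell cutoff set from DMSO-treated cells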
# Dynein cargo inh – blocks dynein driven cargo transport along microtubules; 3617.4 mouse cells, GR-EGFP nuclear translocation imaging; test concentration mostly 20 µM; stimulated with dexamethasone, 1 µM; hits give low values; actives 0.47% (n = 220,000); AID 1381; z-score, hits read low;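 active = plate z-score of nuclear minus cytoplasmic receptor signal below a set negative limit, without overly bright fluorescence or cell loss, cut at about -3.5 in these data, passing the limit was not always enough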;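 also: z-score of nuclear minus cytoplasmic ring GR-EGFP intensity difference per well; some compounds called inactive have numbers as strong as hits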
#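 Buffer or medium – tet-free medium with charcoal-stripped serum · Signal – automated 10x imaging of fixed Hoechst-stained cells · Also added – dexamethasone agonist, 1.0 µM final, for 30 min · Incubation – induction 48 h, compound 1 h, agonist 30 min · Read-out – GR-EGFP nuclear translocation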
# PhoP inhibition – inhibitors of PhoP regulon expression, primary screen, Salmonella Typhimurium, GFP reporter (AID 1863); actives 0.16% (n = 300,000); inhibition, % at 50 µM; hits with a dose series show IC50 in µM; S. Typhimurium PhoP-regulated promoter GFP reporter, 4 h; higher % means a stronger effect;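 active = inhibition over 29.93%, a cutoff 3 SD above the screen mean, later confirmed by dose response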;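 also: 0% = low Mg2+ inducing control and 100% = high Mg2+ repressing control; strong numbers were not always called active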
# MT stabilize HCS – microtubule stabilizers in HeLa cells; HeLa tubulin immunostaining HCS, 24 h; share of cells brighter than vehicle mean+2SD; % tubulin-high responders, % at 10 µM; actives 0.83% (n = 200,000); AID 2205;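 active = plate Z-score above 3 for both tubulin-high and condensed-nucleus cell shares, with cell loss under 80%, at 10 µM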;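 also: anti alpha tubulin signal scored within the nucleus-defined area of each cell; some results filed as inactive read as strong as hits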
# Dynein cargo inh cytoplasmic EGFP – further read-out of Dynein cargo inh, marked with its call; z-score; measured here: cytoplasmic GR-EGFP intensity; hits give high values
# Dynein cargo inh nuclear GR-EGFP – also measured in Dynein cargo inh; calls as there; z-score; measured here: nuclear GR-EGFP intensity;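 lower value marks the stronger effect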
# Dynein cargo inh cell count – further read-out of Dynein cargo inh, marked with its call; z-score; measured here: cell count per field
# Ins promoter up cell count – second read-out of Ins promoter up, no call of its own (marks repeat the call); cell count; measured here: cytotoxicity, nuclei count;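 total cells summed across four imaged fields per well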
# Lipid droplet cells 6.5 µM – second read-out of Lipid droplet, no call of its own (marks repeat the call); cell count; measured here: cell count, cytotoxicity flag;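 cells counted across two imaged fields per well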
# bCat nuc transl cell count 5 µM – recorded beside bCat nuc transl, whose call it bears; cell count; measured here: cell count, cytotoxicity flag
# T cell modulator vesicle-bound % – further read-out of T cell modulator, marked with its call; double positive events, %; measured here: CD8+ vesicle-bound cell fraction;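 binding gate set so that unloaded-vesicle control wells show 10% double positive cells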
# MT stabilize HCS Hoechst-high % – also measured in MT stabilize HCS; calls as there; % Hoechst-high responders; measured here: nuclear condensation Hoechst responders;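 share of cells brighter than vehicle mean plus two SD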
# MT stabilize HCS cytotoxicity % – also measured in MT stabilize HCS; calls as there; toxicity, %; measured here: cytotoxicity by cell density;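 0% = mean cell density of plate MIN control wells and 100% = no cells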
# Autophagy mod cell loss 18 h – second read-out of Autophagy mod, no call of its own (marks repeat the call); toxicity, %; measured here: cell loss, nuclei count;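 cell loss after 18 h compound exposure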
# Active calls of the source: *; i = inactive; x = not tested or not shown; + = active, no number.
# Preview, 3 compounds:
SMILES,Lipid droplet,Lipid droplet cells 6.5 µM,Ins promoter up,Ins promoter up cell count,T cell modulator,T cell modulator vesicle-bound %,bCat nuc transl,bCat nuc transl cell count 5 µM,ER stress rescue,Autophagy mod,Autophagy mod cell loss 18 h,Dynein cargo inh,Dynein cargo inh cytoplasmic EGFP,Dynein cargo inh nuclear GR-EGFP,Dynein cargo inh cell count,PhoP inhibition,MT stabilize HCS,MT stabilize HCS Hoechst-high %,MT stabilize HCS cytotoxicity %
COc1ccccc1C(=O)NC(=S)Nc1ccc(S(=O)(=O)N2CCN(C)CC2)cc1,-21,733,0.06,1213,+,x,x,x,-2.1%,i,8,-0.81,-0.3,-0.7,1,-8%,1.7,3.6,6.9
CC1CCN(CCOCCOc2ccc(Br)cc2Cl)CC1,-44,566,-1.5,2041,i,29,-0.1,969,-4.2%,i,-5,0.01,-0.32,-0.29,0.6,7%,1.0,3.5,11
Cc1c(N2C(=O)c3ccc(F)cc3C2=O)c(=O)n(-c2ccccc2)n1C,9,773,0.87,1168,i,44,-0.7,1206,-0.9%,i,-4,0.12,-0.16,0.28,-0.69,2%,2.4,3.1,6.9

# All compounds of this part, from the start:
SMILES,Lipid droplet,Lipid droplet cells 6.5 µM,Ins promoter up,Ins promoter up cell count,T cell modulator,T cell modulator vesicle-bound %,bCat nuc transl,bCat nuc transl cell count 5 µM,ER stress rescue,Autophagy mod,Autophagy mod cell loss 18 h,Dynein cargo inh,Dynein cargo inh cytoplasmic EGFP,Dynein cargo inh nuclear GR-EGFP,Dynein cargo inh cell count,PhoP inhibition,MT stabilize HCS,MT stabilize HCS Hoechst-high %,MT stabilize HCS cytotoxicity %
COc1ccccc1C(=O)NC(=S)Nc1ccc(S(=O)(=O)N2CCN(C)CC2)cc1,-21,733,0.06,1213,+,x,x,x,-2.1%,i,8,-0.81,-0.3,-0.7,1,-8%,1.7,3.6,6.9
CC1CCN(CCOCCOc2ccc(Br)cc2Cl)CC1,-44,566,-1.5,2041,i,29,-0.1,969,-4.2%,i,-5,0.01,-0.32,-0.29,0.6,7%,1.0,3.5,11
Cc1c(N2C(=O)c3ccc(F)cc3C2=O)c(=O)n(-c2ccccc2)n1C,9,773,0.87,1168,i,44,-0.7,1206,-0.9%,i,-4,0.12,-0.16,0.28,-0.69,2%,2.4,3.1,6.9
Cc1ccc(C)c(OCC(=O)Nc2cccc(C(=O)O)c2)c1C,13,799,0.35,893,i,19,-4.2,1224,-1.8%,i,9,-0.68,-0.3,-0.19,0.69,-5%,1.2,1.4,7.0
CC(NC(=O)CSc1nc2c(cc1C#N)CN(C)CC2)c1ccccc1 (stereo unspecified),x,x,-1.3,976,i,48,1.1,1159,1.6%,i,-2,-0.72,-0.51,-0.26,1.1,30%,3.0,3.1,10.0
COc1cccc(N2C(=O)C(O)=C(C(C)=O)C2c2ccc(OC)c(OC)c2)c1 (stereo unspecified),18,711,1.8,710,i,53,2.3,1054,-2.2%,i,-7,1.4,-0.33,1.1,0.41,-2%,1.0,0.9,8.2
Cc1noc(C)c1COC(=O)c1ccccc1NC(=O)c1ccco1,-14,657,1.9,1179,i,57,-3.5,1122,-0.8%,i,-10,-1.4,-0.39,-1.1,1.6,4%,3.5,1.2,7.2
O=C(NCc1ccco1)C1CC(=O)N(c2ccc(Cl)cc2)C1 (stereo unspecified),3,713,-0.33,1290,i,51,-1.3,1193,1.4%,i,10,2.1,-0.082,0.9,-1.1,7%,3.1,1.8,11
CN(C)c1ccc(P(=O)(COc2ccc([N+](=O)[O-])cc2)c2ccc(N(C)C)cc2)cc1,0,743,x,x,i,27,-1.4,1367,x,x,x,-0.62,-0.28,-0.37,0.47,-10%,x,x,x
CC1(C)CC2CC(C)(CN2C(=S)Nc2ccccc2)C1 (stereo unspecified),-18,681,0.14,1207,i,12,-1.4,1069,-0.7%,i,1,0.17,-0.23,0.29,0.13,0%,2.1,1.8,4.7
CCN1CCc2c(OCC(=O)N3CCCCC3)cccc2C1=O,-8,690,1.4,1260,i,20,-0.1,1092,x,i,28,-0.88,-0.24,-0.49,0.37,3%,2.3,2.8,4.4
Cc1cc(C)cc(OCC(=O)NNC(=O)c2ccoc2C)c1,3,625,-0.31,1886,i,9,1.1,1142,0.8%,i,-11,-0.44,-0.23,-0.53,0.96,2%,3.3,1.7,4.9
O=C(Oc1cccc(Nc2ncnc3ccccc23)c1)c1cccnc1,3,615,0,1507,i,20,0.3,1553,0.2%,i,12,0.36,-0.13,0.065,-0.51,11%,4.0,2.4,6.6
c1ccc(-n2cc(CN3CCCC(CN4CCCC4)C3)c(-c3ccc4c(c3)OCO4)n2)cc1 (stereo unspecified),10,591,x,x,i,61,-0.3,893,-3.0%,i,12,-0.36,-0.17,-0.22,-0.56,10%,2.6,3.3,7.8
COc1ccc(CCNCC(=O)Nc2ccccc2C(F)(F)F)cc1,11,691,0.36,1310,i,64,-1.9,1050,-2.2%,i,-2,-0.72,-0.34,-0.018,0.26,-2%,6.4,2.3,10
OCCC1CN(CCCc2ccccc2)CCN1Cc1ccccc1 (stereo unspecified),-4,728,0.04,1088,i,29,0.4,1418,x,x,x,-0.27,-0.29,-0.12,0.37,-5%,x,x,x
O=C(Nc1nccs1)c1cccc(NC(=O)C2CC2)c1,5,679,-0.32,1298,i,19,x,x,-1.6%,i,8,1.2,-0.26,0.48,-0.12,0%,5.6,2.8,4.8
NC(=O)Nc1ccc(C(=O)OCC(=O)Nc2ccc([N+](=O)[O-])cc2C(F)(F)F)cc1,-10,686,0.85,1326,i,6,x,x,-2.4%,i,8,-0.069,-0.24,-0.37,-0.28,8%,2.7,2.5,5.6
N#CC1=C(N)Nc2ncnn2C1c1ccc([N+](=O)[O-])cc1 (stereo unspecified),-10,687,-0.41,1158,i,56,0.2,1307,x,x,x,0.0081,-0.16,0.66,-0.78,-4%,x,x,x
O=C(Oc1coc(CSc2ncccn2)cc1=O)c1cccs1,-3,704,0.13,1012,i,33,x,x,5.3%,i,7,-0.43,-0.17,-0.19,0.034,7%,2.5,3.9,6.7
Cc1c(N=Cc2ccncc2)c(=O)n(-c2ccccc2)n1C,5,599,0.79,1855,i,47,-4.3,1111,-2.2%,i,3,1.2,-0.4,0.067,-0.047,-4%,3.7,2.5,11
COc1ccc(NC(=O)c2sccc2OS(=O)(=O)N(C)C)cc1,4,740,-0.47,1454,i,50,1.6,995,-0.2%,i,12,-0.41,-0.24,-0.027,0.55,-16%,3.6,1.8,1.2
O=C(CO/N=C\c1ccccc1)Nc1ccccc1C(=O)N1CCOCC1,-14,725,-0.06,1236,i,40,-3.0,480,0.2%,i,2,-0.16,-0.32,-0.44,0.59,-3%,3.5,3.9,5.2
COc1cccc(NC(=O)Cn2nnc(C(=O)Nc3ccccc3)c2N)c1,x,x,-1.2,1454,i,20,-1.4,995,1.4%,i,1,-1.1,-0.17,-0.69,-0.22,19%,2.1,2.1,11
Cc1nn(C(C)C(=O)c2cccc(Cl)c2)c(C)c1[N+](=O)[O-] (stereo unspecified),9,669,0.06,1563,i,54,-1.2,956,-0.1%,i,15,-0.34,0.21,-0.012,0.52,-5%,1.8,2.3,5.7
O=c1[nH]n2c(-c3ccccc3)nc(O)c2c2ccccc12,-4,726,0.06,1378,i,46,0.4,1119,0.5%,i,13,0.43,-0.26,0.39,0.41,-1%,3.2,1.9,6.5
O=C(NNS(=O)(=O)c1ccc(Cl)cc1)c1sccc1-n1cccc1,x,x,x,x,i,36,x,x,-3.1%,i,12,0.061,-0.22,-0.27,0.24,-1%,2.1,2.7,10
CN(C)S(=O)(=O)N1CCN(C(=O)N2CCCCC2)CC1,-3,738,0.41,1251,i,39,-0.5,1009,x,i,-6,-1,-0.022,-0.23,0.17,5%,2.8,2.3,11
NS(=O)(=O)c1ccc(NC(=O)COC(=O)CCc2ccccc2)cc1,3,695,-0.23,1455,i,21,-3.3,1134,x,x,x,-0.85,-0.27,-0.48,0.26,-9%,x,x,x
Cc1cccc2cc(/C=N/NC(=O)[C@H]3C[C@@H]3c3ccccc3)c(Cl)nc12,-1,677,-0.35,878,i,11,0.5,1347,x,x,x,-1.4,-0.26,-0.35,0.24,-1%,x,x,x
COc1ccc(OC)c(CN2C(=O)c3ccccc3C2C(=O)NCC2CCCO2)c1 (stereo unspecified),10,712,-0.21,1352,i,31,-0.1,1105,-4.2%,i,-1,0.15,-0.34,-0.31,0.47,-4%,1.6,2.4,4.1
COc1ccc(CNC(=O)C/C(C)=N/NC(=O)C23CC4CC(CC(C4)C2)C3)cc1,6,725,-0.09,1365,i,43,-0.8,1069,-1.7%,i,-7,-0.046,-0.29,-0.15,0.63,8%,2.6,1.7,2.7

# Source: PubChem BioAssay
